MCF10A rereplic: inducers of DNA re-replication in MCF 10A breast cells | Potency, µM (highest dose often 46.1 µM), without a hit: top-dose activity, positive = re-replication, usual class: activators | hit rate 2.9% among 350,000 | MCF 10A DNA re-replication, Hoechst nuclear intensity, 48 h; also: potency is read from the fitted curve at half-maximal effect; % of control where 0% means no effect; nearly all actives have a fitted effect of over 50% in size
KB-3-1 tox: kills parental KB-3-1 adenocarcinoma cells; KB-3-1 viability, CellTiter-Glo ATP luminescence, 72 h; Potency, µM (series often up to 46.1 µM), for the others: top-dose activity change, negative = cytotoxic, actives largely listed as cytotoxic; hit rate 1.4% among 400,000; AID 1347075; also: potency is read from the fitted curve at half-maximal effect; % is scaled to controls: 0 for no effect and ±100 for the full control effect; nearly all actives have a fitted effect of over 60% in size
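KB-3-1 cells, DMEM (no phenol red) + 10% FBS; compound by pin transfer, 72 h, 37 °C. Readout: CellTiter-Glo luminescence after 10 min. Data normalized, curve-fitted.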
IL1B secr inh: blocks inflammasome-driven IL-1 beta release. THP-1 LPS/ATP IL-1B secretion, AlphaLISA, 16 h; stronger effect = lower value. activity change, % at 57.5 µM. hit rate 4.7% among 360,000; in the data active = activity change below about -50%; inconclusive = mostly about -30% to -49%; also: % is scaled to controls: 0 for no effect and ±100 for the full control effect
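THP-1 cells pretreated 1 hr with compounds (up to 57.5 uM final), then stimulated with LPS (250 ng/mL final) plus ATP (1.25 mM final); secreted IL-1B measured by AlphaLISA after 16 hr, decreased signal indicating inhibition.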
SW480 rereplic: inducers of DNA re-replication in SW480 colon cancer cells | SW480 DNA re-replication, Hoechst DNA content imaging, 48 h | Potency, µM (titrated, usually from 46.1 µM), for inactives: at the highest dose re-replication activation, actives largely listed as activators | hit rate 1.8% among 340,000; also: potency is read from the fitted curve at half-maximal effect; % of control where 0% means no effect; nearly all actives have a fitted effect of over 55% in size
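Quantitative HTS format with DMSO vehicle controls; 48 hr drug incubation at 37 C, then 40 min Hoechst staining and scanning imager measurement at 405 nm excitation.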
HT1080-NT tox: kills 2HG-producing HT-1080-NT fibrosarcoma cells. HT-1080-NT fibrosarcoma viability, CellTiter-Glo ATP luminescence, 48 h. Potency, µM (doses to about 46.1 µM), for inactives: at the top dose activity, negative = less viability, usual class: cytotoxic. hit rate 1.6% among 360,000. AID 686970;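 also: NT is the 2HG producing partner of a matched IDH1 knockdown line; potency is read from the fitted curve at half-maximal effect; 0% = DMSO-treated cells and -100% = media-only wells without cells; nearly all actives have a fitted effect of over 55% in size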
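Compounds were tested in concentration-response format on HT-1080-NT cells for 48 hours at 37 degrees C. Cell viability came from CellTiter-Glo luminescence; curves were classified by r2, response magnitude and activity.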
KB-V1 cytotox: kills drug-selected multidrug resistant KB-V1 cells; KB-V1 MDR cells viability, CellTiter-Glo, 72 h; Potency, µM (titrated, usually from 46.1 µM), for the others: at the top dose activity change, negative = cytotoxicity, most hits filed as cytotoxic; hit rate 3.4% among 400,000; AID 1347076; also: potency is read from the fitted curve at half-maximal effect; % is scaled to controls: 0 for no effect and ±100 for the full control effect; nearly all actives have a fitted effect of over 60% in size
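Compound-treated KB-V1 multidrug-resistant cells, 72 h, 37 degrees C; viability by CellTiter-Glo. Fitted qHTS curves give the values.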
S2 tox: cell viability loss in ATXN counter-screen; Potency, µM (top dose mostly 56.7 µM), usual class: cytotoxic; hit rate 0.49% among 400,000; AID 651635; S2 cells (HEK-293 line with an ATXN2-luciferase reporter) viability, CellTiter-Fluor protease fluorescence, 24 h; also: potency is read from the fitted curve at half-maximal effect; nearly all actives have a fitted effect of over 40% in size
ATXN2 expr inh: inhibitors of ATXN2 expression; AID 1745845; HEK-293 ATXN2-luciferase reporter, luminescence, 24 h; Potency, µM (highest dose often 57 µM), inactives show at the top dose activity change, negative = inhibition, hits mostly inhibitors; hit rate 0.72% among 360,000; also: potency is read from the fitted curve at half-maximal effect; % is scaled to controls: 0 for no effect and ±100 for the full control effect; nearly all actives have a fitted effect of over 55% in size
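ATXN2-luciferase reporter cells (luciferase flanked by upstream and downstream ATXN2 gene portions) were treated 24 h at 37 °C with compounds at up to 57 uM. SteadyGlo luminescence gave expression; GF-AFC fluorescence gave viability.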
HT1080 IDH1KD tx: HT-1080 IDH1 knockdown cell toxicity (counter line). hit rate 2% among 360,000. HT-1080 IDH1 knockdown viability, ATP luminescence, 48 h. Potency, µM (titrated, usually from 46.1 µM), for the others: top-dose activity, negative = toxicity, hits mostly cytotoxic;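 also: potency is read from the fitted curve at half-maximal effect; 0% = DMSO wells and -100% = cell-free medium wells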
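% activity derives from luminescence (CellTiter-Glo), normalised to DMSO and no-cell wells. HT-1080-IDH1KD cells, 750/well, had 48 h compound exposure at 37 °C.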
An asterisk follows results filed as active; i = inactive; ? = inconclusive; . = not tested or not shown; [ ] = dose if it differs, or a comment. Unless noted, calls follow the shape of the dose curve; as a rule, active = well fitted curve in the direction sought with a large enough effect; inconclusive = small, poorly fitted or top-dose-only effect, or another doubt; inactive = no such curve, though single readings can be large; an effect the other way counts as inactive or inconclusive.

SMILES	MCF10A rereplic	KB-3-1 tox	IL1B secr inh	SW480 rereplic	HT1080-NT tox	KB-V1 cytotox	S2 tox	ATXN2 expr inh	HT1080 IDH1KD tx
CCOc1ccc(Cc2onc3c2C(=O)CC(C)(C)C3)cc1OCC	7.3%	-6.5%	-0.3	-6.6%	0.7%	?	i	-4.2%	-6.2%
CC(C)(O)CNC(=O)Nc1ccc(Cl)c(Cl)c1	-0.2%	-12.6%	-23.4	1.9%	-2.5%	16.0%	i	.	-5.1%
CC(=O)Nc1ccc(OS(=O)(=O)c2c(C)cc(C)cc2C)cc1	-0.7%	-4.7%	13.0	19.1%	-0.7%	-17.7%	i	.	1.3%
Cc1ccc(CN2CC(C(=O)Nc3ccc4c(C)cc(=O)oc4c3)CC2=O)cc1 (stereo not drawn)	9.3%	8.3%	-21.4	-1.6%	8.5%	-1.6%	i	7.5%	6.3%
CCc1nc2c(cnn2-c2ccc(C)cc2)c(=O)n1Cc1ccccc1	.	-15.5%	.	.	.	-0.7%	i	-5.4%	.
COc1ccc(S(=O)(=O)NC(CC(=O)NCc2ccco2)c2ccco2)cc1 (stereo not drawn)	-1.3%	12.9%	4.0	-5.3%	5.5%	28.8%	i	-9.6%	4.8%
COCCN(CCOC)S(=O)(=O)c1ccc(C(=O)Nc2nnc(C3CC3)o2)cc1	?	5.1%	4.6	3.5%	29.4%	?	i	2.0%	6.5%
COc1ccc(OC)c(S(=O)(=O)NCC(=O)NC2CCCCCC2)c1	0.5%	16.8%	42.6	-1.8%	0.7%	26.9%	i	-20.7%	6.5%
COc1ccc(OC)c(NC(=O)[C@@]2(CC(=O)O)CC(/C=C/c3ccccc3)=NO2)c1	1.7%	-3.0%	54.9	2.5%	18.8%	29.7%	i	7.3%	8.3%
O=[N+]([O-])c1ccccc1S(=O)(=O)N1CCN(S(=O)(=O)c2ccc3c(c2)OCCO3)CC1	-3.7%	-6.1%	.	-2.3%	.	12.7%	i	-0.7%	.
Cc1ccc(S(=O)(=O)NCC2CCC(C(=O)NCc3ccco3)CC2)cc1 (stereo not drawn)	2.7%	6.0%	-8.6	-6.0%	-2.2%	2.7%	i	-9.1%	-2.7%
O=C(Cn1nnc(-c2cccs2)n1)N1CCc2ccccc2C1	-0.9%	4.3%	13.3	-3.7%	4.3%	-13.6%	i	12.2%	0.5%
Cc1ccc(S(=O)(=O)NC(=O)Nc2ccc(N(C)C)cc2)cc1	19.2%	?	-80.0*	7.31µM*	-29.3%	-15.9%	?	-19.1%	?
Cc1ccccc1C(=O)c1cccn1CC(=O)NCCC1=CCCCC1	15.8%	14.3%	24.2	-0.8%	0.3%	-23.9%	i	-14.5%	-5.4%
CCOC(=O)N1CCN(CC(=O)Nc2ccc(F)cc2)CC1	6.0%	3.3%	-0.9	-4.3%	0.0%	-16.6%	i	4.1%	0.6%
C=C(C)COc1ccc(-c2nc(N)ncc2Oc2ccccc2OCC)c(O)c1	?	-1.3%	-8.6	?	?	?	?	-25.9%	-9.3%[9.24 µM]
COc1cc(Cc2nccc3cc(OC)c(OC)cc23)c(NC(C)=O)cc1OC	3.8%	14.9%	20.7	-0.2%	-16.3%	-8.4%	i	6.8%	2.4%
O=C1c2ccccc2C(Nc2ccc(S(=O)(=O)N3CCCCCC3)cc2)N1Cc1ccco1 (stereo not drawn)	-2.1%	0.0%	-3.7	-0.1%	1.0%	0.0%	i	-8.1%	-11.0%
COc1ccc(N2C(=O)CSC23C(=O)N(C)c2ccccc23)cc1Cl (stereo not drawn)	.	7.1%	.	.	.	-37.3%	i	-1.9%	.
CC1(C)Cc2c(c(=S)nc(-c3ccccc3)n2CCN2CCOCC2)CO1	-14.3%	6.9%	10.7	-1.9%	7.5%	18.5%	i	2.2%	6.4%
CN(CCC#N)C(=O)COC(=O)c1cc(Cl)cc(Cl)c1N	-20.5%	20.3%	-5.2	-12.9%	1.0%	-2.0%	i	-3.9%	0.4%
Cc1ccsc1C(=O)Nc1ccc(S(=O)(=O)N2CCOCC2)cc1	0.7%	15.3%	0.0	-1.8%	9.6%	3.3%	i	-4.0%	12.5%
O=c1c2ccccc2n(Cc2ccccc2F)c(=O)n1-c1cccc(F)c1	.	-2.9%	.	.	.	0.0%	i	-9.3%	.
C=CCNCc1cc(=O)n2c(-c3ccccc3)csc2n1	20.4%	-1.1%	33.7	-6.6%	8.6%	4.3%	i	-8.1%	6.6%
O=P(c1ccccc1)(c1ccccc1)c1ccc(O)cc1	1.5%	18.2%	-0.9	1.0%	-11.5%	-14.1%	i	-6.1%	0.1%
COc1ccc(-c2cn3cc(Br)cnc3n2)cc1	-2.3%	13µM*	-8.1	?	-1.3%	10.3µM*	i	9.2%	-2.6%
COc1cccc(NC(=O)C2COc3ccccc3O2)c1 (stereo not drawn)	14.2%	1.1%	-11.2	-0.4%	16.1%	3.6%	i	.	13.7%
CC(C)(C)c1ccc(C(=O)NNc2cc(Cl)cc(Cl)c2)cc1	7.8%	-0.8%	25.0	-13.8%	?	0.5%	i	.	-18.7%
O=C1CNC(=O)/C(=C\c2ccccc2)N1	-3.8%	-0.5%	24.1	-10.9%	4.6%	?	i	.	15.7%
COc1ccc(-c2c(C)nn3c(N4CCCCCC4)cc(C)nc23)cc1OC	?	18.4µM*	-82.4*	2.3%	?	?	?	?	?

Pulled by structure from above (three):
SMILES	MCF10A rereplic	KB-3-1 tox	IL1B secr inh	SW480 rereplic	HT1080-NT tox	KB-V1 cytotox	S2 tox	ATXN2 expr inh	HT1080 IDH1KD tx
CC(C)(C)c1ccc(C(=O)NNc2cc(Cl)cc(Cl)c2)cc1	7.8%	-0.8%	25.0	-13.8%	?	0.5%	i	.	-18.7%
O=c1c2ccccc2n(Cc2ccccc2F)c(=O)n1-c1cccc(F)c1	.	-2.9%	.	.	.	0.0%	i	-9.3%	.
COc1cccc(NC(=O)C2COc3ccccc3O2)c1 (stereo not drawn)	14.2%	1.1%	-11.2	-0.4%	16.1%	3.6%	i	.	13.7%

Continued:
SMILES	MCF10A rereplic	KB-3-1 tox	IL1B secr inh	SW480 rereplic	HT1080-NT tox	KB-V1 cytotox	S2 tox	ATXN2 expr inh	HT1080 IDH1KD tx
CSc1ccc(/C=N/NC(=O)c2cc(O)cc(O)c2)cc1	10.3%	-3.1%	-2.3	-3.4%	-20.2%	-2.9%	?	41.3%[activator]	-14.6%
CC(C)(C)C(=O)Nc1ccccc1C(=O)OCc1cc(=O)n2ccsc2n1	.	1.2%	.	.	.	?	i	-1.4%	.
COCCCn1c(=N)c(C(=O)NCC2CCCO2)cc2c(=O)n3cccc(C)c3nc21 (stereo not drawn)	13µM*	?	6.0	6.51µM*	0.7%	?	.	-23.2%	-3.2%
CSc1nsc(SC)c1NC(=O)N1CCCCC1	-4.5%	-5.0%	0.4	1.1%	-5.3%	1.7%	i	-8.3%	-2.3%
COc1ccc2c(CC(=O)Nc3nc(C)cs3)coc2c1	12.3%	-15.4%	?	0.2%	0.0%	?	?	-1.1%	?
COc1ccc(NC(=O)CN2CCc3ccccc3C2)cc1S(=O)(=O)N1CCOCC1	0.9%	-3.2%	20.2	0.1%	-12.8%	0.7%	i	13.8%	-8.4%
CCCCCC(=O)Nc1ccc2oc(-c3cccnc3)nc2c1	8.8%	-3.2%	22.5	-7.9%	12.1%	-16.4%	i	6.5%	4.5%
Cc1cccc(C(=O)NCC(=O)N2CCN(S(=O)(=O)c3ccc4c(c3)OCCO4)CC2)c1	-4.0%	6.0%	-4.3	-19.2%	-0.9%	-19.6%	i	-9.6%	0.9%
C=CCn1c(N)c(C(=O)OC(C)CC)c2nc3ccccc3nc21 (stereo not drawn)	-1.9%	13.6%	?	-122.6%[inhibitor]	-3.8%	8.2µM*	?	4.7%	-3.0%
COc1ccccc1NC(=O)CN(Cc1ccco1)C(=O)c1cc(Cl)c(OC)c(OC)c1	.	0.0%	2.6	.	-3.3%	?	i	.	0.6%
O=C(O)C1CC=CCC1C(=O)Nc1cccnc1 (stereo not drawn)	-3.3%	-5.3%	28.7	5.6%	0.1%	4.3%	i	?	2.6%
COc1cc(OC)cc(C(=O)NC(=S)N2CCCCCC2)c1	-3.7%	-29.0%	-9.8	-3.5%	-19.8%	18.4µM*	i	-7.5%	1.0%
CCOc1ccc(NC(=O)c2cc3c(=O)n(Cc4cccs4)ccc3nc2C)cc1	.	-21.0%	.	.	.	-7.5%	i	-28.4%	.
O=C(COC(=O)C12CC3CC(CC(C3)C1)C2)NNC(=O)c1ccccc1	?	.	7.4	-1.4%	7.1%	.	i	-4.3%	-0.2%
O=C(CCC1CCCN(C2C3CC4CC(C3)CC2C4)C1)NCc1ccc(F)c(F)c1 (stereo not drawn)	3.6%	-3.5%	-11.5	-21.3%[1.84 µM]	-1.6%	-3.4%	i	-23.1%	-4.3%
CC(C)(C)OC(=O)N1CCC(C(=O)Nc2ccc(C(=O)NCCc3ccccc3)cc2)CC1	-0.9%	-6.1%	28.3	42.8%[9.22 µM]	-24.5%	-12.7%	i	2.2%	-8.8%
Cc1[nH]c(C)c(S(=O)(=O)NCc2ccc(OC(C)C)cc2)c1C(=O)N1CCCC1	4.4%	-1.3%	0.0	-0.2%	-3.3%	-13.5%	i	8.2%	0.7%
Cc1nn(Cc2ccccc2)c(C)c1CCC(=O)O	0.2%	2.2%	9.3	-8.3%	18.5%	10.0%	?	-26.3%	11.1%
O=C(NCc1ccc(F)cc1F)[C@@H]1CCCN1C(=O)[C@@H]1CCCN1C(=O)c1ccccc1	.	?	-94.7*	.	5.0%	-2.6%	?	-3.4%	1.0%
Cc1ccc(OCC(=O)NNC(=O)c2cc3ccccc3o2)cc1C	3.3%	-1.2%	19.1	-1.8%	15.9%	-5.8%	i	-3.2%	8.2%
CC(C)(C)OC(=O)N1CCC(c2c(C(=O)O)cnn2-c2ccccc2)CC1	2.0%	1.8%	18.1	-3.9%	8.2%	17.0%	i	-8.8%	3.8%
COc1cccc2c(=O)n(CC(=O)NC3CCCC3)ccc12	?	2.6%	1.5	-2.6%	7.7%	4.3%	i	8.2%	0.4%

Source: PubChem BioAssay
